Yeast superoxide – reduction of superoxide in aged yeast, primary screen, HTS; S. cerevisiae aged cells, superoxide DHE fluorescence; hits give low values; superoxide response (% of plate mean), % at 10 µM; actives 0.18% (n = 330,000);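 active means superoxide response under a set limit, about three screen SD below normal, cut at about 65% in these data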;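 further: yeast aged for seven days with compound at 30 °C before DHE staining; 100% = average MFI of all compound-treated wells on the plate with controls excluded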
ZTA DNA inh – counter-screen for EBNA-1 inhibitors: inhibitors of Epstein-Barr virus ZTA; P03206; inhibition, % at 11 µM; AID 2234; ZTA-DNA binding, fluorescence polarization; actives 0.15% (n = 320,000); in the data active means inhibition above about 33%
Fam108B inh – mouse Fam108B serine hydrolase inhibitors, primary screen, counter-screen for RBBP9 inhibitor project, biochemical, fluorescence polarization | AID 1947, 2009 | recombinant Fam108B, FP-Rh probe fluorescence polarization | inhibition, % at 9.51 µM | actives 0.33% (n = 300,000);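 active means inhibition above the screen mean inhibition plus 3 SD, computed separately per campaign, cut at about 18% in these data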;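 further: inhibitors lower polarization as less probe binds the enzyme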
GLD-1 TGE inh – GLD-1/TGE RNA complex disruptors, primary screen, biochemical, fluorescence polarization; purified GLD-1 + fluorescein TGE RNA; inhibition, % at 5.96 µM; AID 2280, 2010; actives 0.44% (n = 320,000); Female germline-specific tumor suppressor gld-1 (Caenorhabditis elegans), Q17339;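 active means percent inhibition above a per-plate cutoff, the plate mean of test compounds plus 3 SD, cut at about 30% in these data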;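 further: 0% = DMSO wells with GLD-1 and probe and 100% = wells lacking GLD-1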
Target sequence (Q17339 whole entry, looked up): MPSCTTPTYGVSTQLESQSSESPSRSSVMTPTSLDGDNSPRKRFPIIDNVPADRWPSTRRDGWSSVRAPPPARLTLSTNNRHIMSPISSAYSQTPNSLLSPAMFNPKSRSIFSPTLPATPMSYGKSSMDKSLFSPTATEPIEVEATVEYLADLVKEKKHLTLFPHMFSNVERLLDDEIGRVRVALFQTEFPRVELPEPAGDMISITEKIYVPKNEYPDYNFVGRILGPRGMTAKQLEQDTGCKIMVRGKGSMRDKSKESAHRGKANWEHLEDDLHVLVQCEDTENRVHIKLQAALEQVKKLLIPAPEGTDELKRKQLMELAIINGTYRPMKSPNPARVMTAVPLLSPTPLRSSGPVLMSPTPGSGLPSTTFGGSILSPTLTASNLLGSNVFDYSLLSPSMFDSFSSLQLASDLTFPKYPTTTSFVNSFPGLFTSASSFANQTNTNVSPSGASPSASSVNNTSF
EBNA-1 inhibitor – EBNA-1 DNA-binding inhibitors, primary screen, biochemical, fluorescence polarization | inhibition, % at 14.8 µM | AID 1950, 2009 | actives 0.34% (n = 300,000); in the data active means inhibition above about 28%
MCL1-BIM inh – inhibitors of MCL1 binding to BIM-BH3, primary screen, biochemical, fluorescence polarization | AID 2057, 2009 | GST-MCL1 / FITC-Bim-BH3 fluorescence polarization | actives 0.68% (n = 320,000) | inhibition, % at 10.9 µM;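 active means inhibition above the mean inhibition of all tested compounds plus 3 SD, set per campaign, cut at about 40% in these data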;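 further: 0% = DMSO wells and 100% = unlabeled Bim-BH3 peptide control; higher means more loss of mP so more displacement of Bim peptide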
BCLXL inh – inhibitors of human Bcl-xL, primary screen, biochemical, fluorescence polarization, HTS. Bcl-2-like protein 1 (Homo sapiens), Q07817. GST-Bcl-xL / FITC-Bim BH3 peptide fluorescence polarization. inhibition, % at 10.9 µM. actives 0.7% (n = 320,000). AID 2129, 2009;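 active means inhibition above the mean of all tested compounds plus 3 SD, cutoff set per campaign, cut at about 30% in these data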;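 further: 0% = DMSO wells and 100% = unlabeled Bim-BH3 peptide competitor; inhibitors lower millipolarization by displacing the labeled peptide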
Efflux pump mplx – inhibitors of Candida efflux pumps in yeast, primary screen, S. cerevisiae, Nile Red, multiplex; inhibition, % at 10 µM; S. cerevisiae Candida pump triplex; actives 0.44% (n = 330,000); AID 485275, 2010;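 active means plate passing quality check with inhibition over a set limit, or well fluorescence over plate mean plus 4 SD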;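 further: Nile Red retained in pooled yeast measured as flow cytometry median fluorescence; 0% = buffer negative control and 100% = Enniatin B positive control; higher means more Nile Red kept so more efflux inhibition; some compounds called inactive have numbers as strong as hits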
MEX-5 binding – MEX-5 zinc finger RNA-binding disruptors – biochemical, C. elegans, fluorescence polarization, MLPCN library, primary screen. Zinc finger protein mex-5 (Caenorhabditis elegans), Q9XUB2. MEX-5/FITC-TCR2 RNA binding; hits give low values. activity score (negative = inhibition of binding), % at 10 µM. actives 0.38% (n = 300,000). AID 1832, 2009;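 active means inhibition past about -25% in most replicates, and total fluorescence under double the plate's negative control median, limit read from the data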;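 further: 0% = DMSO and -100% = 5 µM competing unlabeled TCR2 RNA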
Target sequence (Q9XUB2 whole entry, looked up): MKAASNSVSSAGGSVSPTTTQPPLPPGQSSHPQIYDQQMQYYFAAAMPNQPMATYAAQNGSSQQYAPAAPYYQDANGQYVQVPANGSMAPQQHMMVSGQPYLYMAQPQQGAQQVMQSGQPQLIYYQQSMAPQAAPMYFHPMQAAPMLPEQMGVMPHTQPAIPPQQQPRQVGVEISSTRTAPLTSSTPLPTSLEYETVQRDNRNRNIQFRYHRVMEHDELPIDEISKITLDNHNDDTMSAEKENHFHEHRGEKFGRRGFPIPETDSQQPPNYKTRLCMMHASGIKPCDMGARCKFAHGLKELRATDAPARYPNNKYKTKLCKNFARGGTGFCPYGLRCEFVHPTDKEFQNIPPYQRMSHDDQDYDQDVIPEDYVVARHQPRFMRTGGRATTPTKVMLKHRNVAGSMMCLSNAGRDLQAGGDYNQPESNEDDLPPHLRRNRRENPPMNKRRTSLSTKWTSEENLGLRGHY
The depositor's hits bear a star; . = not tested or not shown.

SMILES	Yeast superoxide	ZTA DNA inh	Fam108B inh	GLD-1 TGE inh	EBNA-1 inhibitor	MCL1-BIM inh	BCLXL inh	Efflux pump mplx	MEX-5 binding
O=C(c1ccc(Cl)c([N+](=O)[O-])c1)N1CCN(c2ccccc2)CC1	95	11	4	6	-6	6	4	-0.1	0.1
Cn1cc2c(=O)n(/N=C/c3ccccc3)cnc2n1	103	-2	1	5	6	-5	4	-0.1	-0.1
CC(=O)Nc1cccc(NC(=O)CSc2nnc3ccc(-c4ccncc4)nn23)c1	100	-2	0	-9	7	4	6	-0.1	1.0
CCN(CC)C(=O)NC1CC(=O)N(c2ccc(OC)cc2)C1 (configuration not stated)	100	-4	1	6	-6	1	4	0.3	0.4
NC(=O)c1ccccc1NC(=O)CCN1C(=O)c2ccccc2C1=O	100	24	-2	-1	0	2	5	0.0	0.3
Cc1ccc(NC(=O)CN2CCc3cc4c(cc3C2C)OCCCO4)cc1C (configuration not stated)	103	-9	0	0	-4	7	0	0.0	1.6
O=C(CSc1ccccn1)Nc1ccc(F)c([N+](=O)[O-])c1	99	9	6	0	-2	-3	2	0.0	-3.3
COC(=O)c1cccn(CC(=O)c2ccc(Cl)cc2)c1=O	112	12	4	-4	0	-1	2	0.0	-0.2
O=C(NCc1ccco1)C1CCCN(S(=O)(=O)c2ccc(Cl)cc2)C1 (configuration not stated)	93	4	2	4	-13	0	-5	0.2	1.8
O=[N+]([O-])c1cccc(-c2nnc(SCc3cccnc3)o2)c1	116	0	6	-3	0	0	0	0.2	5.1
NNc1nc(-c2ccccc2Cl)nc2sc3c(c12)CCCC3	143	1	0	6	-13	39	2	1.0	-1.4
Cc1cccc(C(=O)N2CCc3cc(-c4nc(NC(=O)CN5CCCC5)sc4C)ccc32)c1	95	2	-2	1	3	5	1	-0.1	-0.2
CCOC(=O)C(C)c1nn(C)c(=O)c2ccccc12 (configuration not stated)	109	-2	0	-3	2	5	2	0.0	-0.4
NS(=O)(=O)c1ccc(NC(=O)COc2cccc3ccccc23)cc1	99	4	-3	-4	10	7	2	0.0	1.4
COc1cc2c(cc1OC)C(C)N(C(=O)Nc1cc(C)cc(C)c1)CC2 (configuration not stated)	96	-2	-3	-6	-1	3	2	-0.1	3.2
COC(=O)c1ccc(S(=O)(=O)N(CCO)Cc2ccccc2)n1C	95	-2	-1	8	2	4	3	0.0	2.4
O=C(CSc1n[nH]c(-c2cccs2)n1)N1CCCCC1	86	5	1	4	-3	-8	-2	-0.1	3.3
Cc1cccc(N2CCN(C(=O)C(C)n3nc(C)n4c(cc5occc54)c3=O)CC2)c1C (configuration not stated)	104	-17	0	6	-4	0	-1	0.2	-1.7
COC(=O)c1sc(-c2cccs2)cc1NC(=O)/C=C/C(=O)O	123	5	-3	1	9	5	1	0.0	-0.5
CN(Cc1ccccc1)C(=O)C1CCN(Cc2ccc(F)cc2)CC1	101	-6	4	1	-8	7	4	-0.1	0.5
O=C(CCN1C(=O)c2ccccc2C1=O)NCc1ccc(Cl)cc1	98	12	2	6	1	0	2	-0.2	1.1
O=C(CSc1nc2nc(-c3cccs3)cc(C(F)(F)F)c2c(=O)[nH]1)C(F)(F)F	104	-10	-2	-6	-13	10	4	0.1	-2.0
Cn1ncc2nnn(-c3ccccc3)c(=O)c21	102	12	5	11	-5	1	5	-0.1	-1.0
COc1ccc(-n2nc3c(c2NC(=O)C2CCCC2)CS(=O)C3)cc1 (configuration not stated)	102	1	1	-2	-9	-1	4	0.2	1.3
CCCC1(C(=O)OCC)NC(c2ccc(N(C)C)cc2)C2C(=O)N(c3ccccc3)C(=O)C21 (configuration not stated)	86	-8	1	1	14	5	3	-0.2	-0.7
COc1cccc(-n2nc3c(=O)n(Cc4ccccc4Cl)nc(C)c3c2C)c1	110	3	3	7	0	11	2	0.1	0.9
Cc1ccc(-n2c(SCC(=O)O)nc3sc4c(c3c2=O)CCCC4)cc1	117	2	-1	-1	-23	9	5	0.1	0.2
CC(NC(=O)c1cc(-c2ccc(Br)cc2)on1)c1ccccc1 (configuration not stated)	93	5	-4	0	7	3	4	0.0	-0.1
O=C(Nc1cccnc1)c1ccc2nc(-c3ccccc3)c(-c3ccccc3)nc2c1	104	-3	-13	4	-1	4	1	0.0	-0.3
CCCCc1nc2c(=O)[nH]c3ccccc3c2o1	91	24	0	2	-2	1	-8	0.0	-0.6
CCN(CC)CCOC(=O)C(Cc1ccco1)Cc1cccc2ccccc12 (configuration not stated)	98	9	3	7	-5	6	-2	0.0	.
Cc1nc2ccc(N=NC3=C(O)CCCC3=O)cc2s1	104	3	6	3	1	0	0	0.2	-6.3
Cc1cc(Br)ccc1SCC(=O)Nc1cccnc1	118	0	6	-4	-8	-4	-3	0.0	-0.6
O=C(c1cc(COc2ccc3ncccc3c2)on1)N1CCCC(O)C1 (configuration not stated)	94	-2	4	5	2	2	2	0.0	0.2
O=C(COC(=O)c1cccnc1Cl)NCc1ccc2c(c1)OCO2	98	3	-8	-4	-11	-4	-2	0.2	-0.1
Cc1ccc(NC(=O)Cn2cncc2-c2ccc([N+](=O)[O-])cc2)cc1C	117	5	-8	10	1	-4	-10	0.1	0.8
CC1CCCN(C(=O)CSc2nnc(-c3cccnc3)n2C2CCCCC2)C1 (configuration not stated)	93	-3	2	6	0	4	1	0.0	-0.9
C=CCn1cccc(C(=O)Nc2ccc(OC)cc2)c1=O	86	-12	2	1	-9	11	3	-0.1	-2.1
Cc1csc(NC(=O)c2nn(C)c(C)c2[N+](=O)[O-])n1	95	-7	-4	-5	3	1	5	0.6	0.7
CCCN(CCC)Cc1c(C(=O)N/N=C/c2cccs2)nnn1-c1nonc1N	95	5	2	7	-4	6	-2	0.3	-3.9
CN(CC(=O)Nc1cccc(F)c1)C(=O)CCc1nc2sc3c(c2c(=O)[nH]1)CCCC3	100	-9	-2	-7	-4	0	-1	-0.1	1.3
CCCc1nc(-c2ccc(-c3ccc(F)cc3)cc2)no1	102	6	3	4	9	10	7	0.1	1.2
Cn1c(SCc2cc(=O)n3cc(Br)ccc3n2)nnc1C1COc2ccccc2O1 (configuration not stated)	113	-6	0	8	10	-2	-11	0.0	-0.5
CCN1CCCC1Cn1cnc2c([nH]c3ccc(OC)cc32)c1=O (configuration not stated)	100	7	-3	1	0	2	9	0.0	0.0
Cc1cc(C)nc(N2CCCC(C(=O)Nc3ccc4nc(C)c(C)nc4c3)C2)n1 (configuration not stated)	113	-3	-2	6	-12	4	-1	-0.1	2.1

Looked up above.
Result of Cc1cc(Br)ccc1SCC(=O)Nc1cccnc1 under Efflux pump mplx: 0.0
Result of Cn1c(SCc2cc(=O)n3cc(Br)ccc3n2)nnc1C1COc2ccccc2O1 (configuration not stated) under Yeast superoxide: 113
Result of Cc1csc(NC(=O)c2nn(C)c(C)c2[N+](=O)[O-])n1 under BCLXL inh: 5

More entries.
SMILES	Yeast superoxide	ZTA DNA inh	Fam108B inh	GLD-1 TGE inh	EBNA-1 inhibitor	MCL1-BIM inh	BCLXL inh	Efflux pump mplx	MEX-5 binding
CCCCCCCCCCCCN1C/C(=C\C(=O)OCC)c2ccccc2S1(=O)=O	91	9	-3	-3	6	5	1	0.0	-0.1
CC1CCN(CCCNC(=O)CCc2nnc3n(CCc4ccccc4)c(=O)c4ccccc4n23)CC1	101	-8	-1	4	-3	2	2	0.1	2.8
Cn1c(SCC(=O)Nc2ccc3c(c2)oc2ccccc23)nnc1-c1ccccc1	100	-6	-2	-6	4	-22	-16	0.1	0.8
CC1CCC(N2CCN(C(=O)c3ccccc3F)CC2)CC1 (configuration not stated)	108	-18	4	9	6	5	3	-0.1	-0.7
O=C(Nc1cccs1)N1CCN(c2ncccn2)CC1	99	12	4	11	-1	17	18	-0.2	1.1
CC1CN(C(=S)c2cccc([N+](=O)[O-])c2)CC(C)O1 (configuration not stated)	100	-6	0	4	-2	4	1	-0.1	-3.1
O=C(Nc1ccccn1)c1cccc(S(=O)(=O)N2CCCCC2)c1	90	4	-4	5	1	7	-1	0.3	-0.4
COc1ccc(C(C(=O)NCC2CCCO2)N(C(=O)CNC(=O)c2cccs2)c2ccccc2C)cc1OC (configuration not stated)	99	0	-1	-3	6	1	6	0.1	1.3
Cc1cc2ncc(S(=O)(=O)c3ccccc3)c(N)n2n1	85	-8	2	-5	-7	5	-2	0.0	-1.8
CCOC(=O)C1=C(C)NC(=O)NC1c1cccs1 (configuration not stated)	92	11	1	2	9	-2	1	0.0	-1.1
COC(=O)CSC1=C(C#N)C(c2cccc(OC)c2)CC(=O)N1 (configuration not stated)	93	-3	11	4	-1	4	5	-0.1	0.9
COc1ccc(OC)c2sc(N3CCN(c4ccccc4)CC3)nc12	119	-8	2	-17	8	3	2	0.0	2.9
COc1cccc(CCNC(=O)c2cccc(NC(=O)C3=C(C)OCCS3)c2)c1	79	-6	2	-2	-12	6	1	0.4	2.1
O=C(Nc1ccccc1)N(CCCN1CCOCC1)Cc1ccccc1F	96	-4	-1	8	-2	13	0	-0.1	-0.6
Cc1ccccc1/C=C1\SC(=S)N(/N=C/c2cc([N+](=O)[O-])ccc2O)C1=O	68	3	3	-5	7	26	6	-0.1	0.2
O=[N+]([O-])c1ccc(Nc2ccccc2)nc1	74	-21	-2	-2	-10	-7	-8	30*	1.5
Cc1cc(C)c2[nH]c(=O)c(C(c3nnnn3Cc3ccc4c(c3)OCO4)N3CCCCC3)cc2c1 (configuration not stated)	115	14	3	-14	7	9	6	0.0	4.6
Nc1c(C(=O)Nc2nc3ccccc3s2)sc2nc(-c3cccs3)ccc12	106	-3	8	-5	9	-2	25	0.0	-46*
COc1cccc(C(=O)NCCS(=O)(=O)N2CCC3(CC2)OCCO3)c1	98	8	0	-4	-1	9	5	-0.1	-2.5
COc1ccc(/C=C/C(=O)Oc2ccc(/C=N/NC(=O)COc3c(C)cccc3C)cc2)cc1	118	-4	-6	1	14	-5	-2	0.0	0.2
O=C(Nc1cccnc1)C1CC(c2ccc(Cl)c(Cl)c2)=NO1 (configuration not stated)	96	5	0	-2	2	4	3	-0.1	-1.3
COC(=O)c1ccc(CN2C(=O)c3ccccc3S2(=O)=O)cc1	85	8	-3	4	8	1	5	0.1	-1.8
COc1cc(CNC(C)C)ccc1OCC(=O)Nc1cccc2ccccc12	87	-3	1	-4	3	5	-1	0.1	-0.4
COc1cc(-c2nnc(COC(=O)c3cccn3C)o2)cc(OC)c1OC	103	-4	-5	2	-4	-5	-2	1.7	1.0
COc1ccccc1C(=O)N1CCN(Cc2c[nH]c3ccccc23)CC1	103	-1	1	-5	-10	4	7	-0.1	-0.2
Cc1ccc(NC(=O)CSc2nc(C)c(Cc3ccccc3)c(=O)[nH]2)cc1	91	-6	-6	-3	-15	6	10	-0.2	-3.4
CCOC(=O)c1cccc(NC(=O)CCc2nc(-c3ccccc3F)no2)c1	102	-1	-5	-8	1	0	5	0.3	0.6

Bioassay records as filed in PubChem BioAssay.

Compounds were not picked by outcome (roughly 2.3% active in at least one column).
